ssDAF-12 act: activates DAF-12 receptor from parasite S. stercoralis; HEK293 ssDAF-12/GRIP1 lit1-tk-luc reporter, luminescence; % of 3 µM dafachronic acid response; activation, % at 6.8 µM; hit rate 1% among 370,000; AID 652126;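 active = activation above the mean over all tested compounds plus 3 SD, cut at about 0.9% in these data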;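 note: 0% = DMSO-only wells and 100% = 3 µM delta7-dafachronic acid wells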
hgDAF-12 ag: agonists of H. glycines DAF-12 nuclear receptor. HEK293 GAL4-hgDAF12 UAS-luciferase reporter, agonist luminescence; normalized to butyrate control. activation, % at 6.8 µM. hit rate 1.8% among 370,000;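 active = activation above a cutoff set at the mean of all screened compounds plus 3 SD, cut at about 10% in these data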;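 note: 0% = DMSO wells and 100% = sodium butyrate wells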
PG9 binder: PG9 antibody binding by small molecule; TR-FRET gp120-PG9 antibody binding; inhibition, % at 6.7 µM; hit rate 0.43% among 360,000; AID 624416; in the data active = inhibition above about 8.5%
SMARCA2 activ: activators of SMARCA2 function. MG213 cells, MMTV-luciferase reporter, dexamethasone, overnight. activation, % at 9.1 µM. hit rate 1% among 370,000. AID 652017; in the data active = activation above about 7.8%;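 note: 0% = vehicle wells and 100% = reference activator wells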
PLC-beta3 inh: blocks human PLC-beta3 enzyme activity. Q01970. Purified PLC-beta3, fluorogenic substrate, fluorescence. inhibition, % at 12.2 µM. hit rate 0.18% among 370,000; in the data active = inhibition above about 11%;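 note: 0% = median of compound wells on plate and 100% = full blocker control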
GAA850 FXN act: increases GAA850 frataxin promoter reporter activity; HEK293 lucGAA850 FXN promoter luciferase reporter, 24 h; percent of 10 µM SAHA response; hit rate 0.56% among 360,000; activation, % at 6 µM;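 active = activation above the average of all compounds screened plus 3 SD, cutoff fixed separately per campaign, cut at about 7.5% in these data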;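 note: 0% = DMSO wells and 100% = 10 µM SAHA wells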
DAX1 inh-1: DAX1 (NR0B1) inhibition, primary screen | HEK293T StAR-luciferase reporter, SF-1/DAX-1 repression relief | inhibition, % at 6.8 µM | hit rate 1.1% among 370,000 | AID 652010;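 active = inhibition above the mean over all tested compounds plus 3 SD, cut at about 3.6% in these data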;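 note: 0% = DAX-1 cells with DMSO and 100% = cells lacking DAX-1 with DMSO; higher inhibition means more luminescence from relief of DAX-1 repression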
hcDAF12 agonist: activators of H. contortus DAF-12 nuclear receptor; HEK293 hcDAF-12 lit1-tk-luc reporter, luminescence; 0% DMSO, 100% Δ7-dafachronic acid; activation, % at 6.8 µM; hit rate 1.4% among 370,000;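 active = activation above the mean of all tested compounds plus 3 SD, cut at about 5.5% in these data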;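 note: 100% = response to 3 µM Δ7-dafachronic acid high control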
sPLA2-III inh: Inhibits HGIII-sPLA2 liposome hydrolysis, primary screen; Q9NZ20; QFRET BODIPY PC-A2 liposome hydrolysis, fluorescence; inhibition, % at 12.2 µM; hit rate 0.56% among 370,000; AID 743126;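 active = inhibition above mean plus 3 SD of compounds lying within the high and low control bounds, cut at about 19% in these data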;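 note: 0% = median of test compound wells and 100% = no enzyme DMSO wells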
DAX1 inh-2: NR0B1 (DAX1) inhibition; P51843; HEK293 Gal4-DAX1 luciferase reporter, luminescence; inhibition, % at 6.75 µM; hit rate 0.99% among 340,000; AID 504766;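 active = inhibition above the mean over all tested compounds plus 3 SD, cut at about 4.2% in these data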;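 note: 0% = DAX1-transfected cells with DMSO and 100% = empty-vector control cells with DMSO; inhibition shows as a rise in luminescence from relieved DAX1 repression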
Target sequence (P51843 207-470 limits assumed): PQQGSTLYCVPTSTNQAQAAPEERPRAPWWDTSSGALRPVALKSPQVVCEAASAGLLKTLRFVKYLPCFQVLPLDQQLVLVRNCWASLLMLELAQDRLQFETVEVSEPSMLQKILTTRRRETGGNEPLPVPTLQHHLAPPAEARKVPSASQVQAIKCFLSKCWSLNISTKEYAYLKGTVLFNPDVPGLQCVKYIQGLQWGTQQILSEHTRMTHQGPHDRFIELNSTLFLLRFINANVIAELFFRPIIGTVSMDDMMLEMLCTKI
NR1D1 modulator: modulates human Rev-erb alpha binding to DNA | P20393 | Rev-erbα–FITC-DNA binding, fluorescence polarization, 90 min | activity, % at 10 µM | hit rate 0.79% among 370,000 | AID 1259318;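 active = activity above about 14%, limit read from the data; passing the limit was not always enough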;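 note: 0% = DMSO wells with 35 nM protein and 100% = DMSO wells with 750 nM protein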
Target sequence (P20393 whole entry, looked up): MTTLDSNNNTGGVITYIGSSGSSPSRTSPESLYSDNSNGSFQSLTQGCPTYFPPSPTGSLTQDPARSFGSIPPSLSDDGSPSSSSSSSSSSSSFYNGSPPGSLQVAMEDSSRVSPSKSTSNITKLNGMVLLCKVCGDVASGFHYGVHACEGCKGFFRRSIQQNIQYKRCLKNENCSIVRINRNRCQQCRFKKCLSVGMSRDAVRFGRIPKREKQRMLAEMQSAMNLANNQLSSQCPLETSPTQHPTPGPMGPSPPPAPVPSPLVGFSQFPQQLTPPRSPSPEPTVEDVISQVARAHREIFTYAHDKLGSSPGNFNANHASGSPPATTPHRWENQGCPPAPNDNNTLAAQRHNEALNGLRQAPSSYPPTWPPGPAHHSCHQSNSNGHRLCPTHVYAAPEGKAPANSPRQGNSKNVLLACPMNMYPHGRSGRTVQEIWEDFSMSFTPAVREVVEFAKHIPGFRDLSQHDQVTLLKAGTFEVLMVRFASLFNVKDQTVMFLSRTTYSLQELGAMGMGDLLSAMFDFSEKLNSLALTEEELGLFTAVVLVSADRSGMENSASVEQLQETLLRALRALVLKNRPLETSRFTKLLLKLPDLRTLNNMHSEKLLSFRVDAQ
Starred values were filed as active, the others as inactive; x = no result given.

SMILES	ssDAF-12 act	hgDAF-12 ag	PG9 binder	SMARCA2 activ	PLC-beta3 inh	GAA850 FXN act	DAX1 inh-1	hcDAF12 agonist	sPLA2-III inh	DAX1 inh-2	NR1D1 modulator
Cc1ccccc1Cn1cc(NC(=O)c2noc(C(C)C)c2[N+](=O)[O-])cn1	-1.4	-2.4	-1.8	3	-1	0.7	-0.7	1.0	-8	-0.2	-1
Cc1cc(C)cc(NC(=O)CCCSc2nc3ccccc3[nH]2)c1	-1.6	-0.5	-0.8	-1	2	1.8	-0.1	-4.5	-12	-0.6	1
CC(C)Cc1nnc(NC(=O)c2cc([N+](=O)[O-])ccc2N2CCOCC2)s1	-1.1	0.4	-2.2	0	-6	1.5	-0.1	-2.1	-5	-0.1	2
COc1ccc(S(=O)(=O)Nc2ccccc2C(=O)NC(C)C)cc1OC	-0.6	-2.5	0.3	1	-9	0.3	0.2	-1.1	1	1.1	-8
COc1ccc(N2CCN(c3ccc(NC(=O)C4CCCCC4)cc3C#N)CC2)cc1	-1.0	-1.3	5.3	-1	-1	2.2	-0.2	-1.9	4	0.3	30*
COc1ccc(NS(=O)(=O)c2cccc(C(=O)N3CCCC3)c2)cc1	-0.7	-0.4	0.2	-2	-2	-0.5	-1.2	-0.6	3	1.2	-3
Cc1sc(=NC(=O)c2ccco2)n(C)c1-c1ccc(F)cc1	0.5	9.7	0.3	8.8*	-41	1.9	2.0	5.3	-4	0.1	0
COc1ccc(S(=O)(=O)N2CCOC2CNC(=O)C(=O)NCCCn2ccnc2)cc1OC (stereo not drawn)	-1.2	-1.3	-0.2	-2	-1	-2.7	0.4	-1.5	7	0.6	6
O=C(/C=C/c1c(F)cccc1Cl)N1CCOCC1	-0.2	-0.7	-0.4	0	-9	-0.6	0.5	-1.0	4	0.3	5
COCCNC(=O)CC(c1ccccc1)c1ccccc1	-1.0	0.3	1.1	-3	-2	1.3	0.0	0.5	3	-0.4	0
Cn1c(C(=O)OC(C(=O)NC2CCCC2)c2cccnc2)cc2sccc21 (stereo not drawn)	-1.5	-2.5	1.3	-1	0	-4.0	0.1	0.2	-1	0.6	-1
O=[N+]([O-])c1ccccc1/C=N\N1CCN(Cc2ccccc2Cl)CC1	-1.3	-0.1	0.2	-1	-12	0.6	0.5	-0.1	9	1.7	-4
Cc1ccc(NC(=O)NCc2ccco2)cc1[N+](=O)[O-]	-1.8	4.9	0.4	3	0	x	0.2	-2.3	-14	x	2
Oc1ccccc1-c1cc(-c2ccccc2)n[nH]1	4.5*	19*	-0.1	6	2	4.6	3.7*	19*	-38	5.9*	-1
COc1ccc(N(C)S(=O)(=O)c2cccc(C(=O)NC3CCC(C)CC3)c2)cc1 (stereo not drawn)	-0.2	6.9	-0.8	-1	2	3.0	-0.2	-2.6	-10	-1.0	-6
Brc1ccccc1C1Nc2cccc3cccc(c23)N1	0.3	-6.6	-3.4	-2	-16	0.8	-0.3	3.4	27*	-0.9	-10
COc1ccc(OC)c(NC(=O)CSc2nnc(-c3cnccn3)n2C)c1	-0.5	0.3	-3.1	-1	-5	0.9	1.5	-1.4	-2	-0.6	5
O=C(Nc1ccc(S(=O)(=O)Nc2cnc3ccccc3n2)cc1)c1cc(F)c(F)cc1Cl	-1.2	2.9	-2.0	1	-39	3.6	-0.3	-0.7	-31	-0.3	-6
O=C(Cn1cc[n+](Cc2ccccc2)c1)c1ccc([N+](=O)[O-])cc1	-1.9	-4.5	0.9	-2	5	2.2	-1.9	-0.7	-7	-0.8	1
CCN(C(=O)c1cc2cc(OC)ccc2oc1=O)c1ccccc1	-1.4	-0.6	-0.5	-4	-34	-0.8	-0.9	-1.5	-1	-0.1	4
CCC(C(=O)Nc1ccc2[nH]ncc2c1)c1ccccc1 (stereo not drawn)	-1.3	-0.3	-2.4	-2	-5	-1.7	0.3	-0.8	-9	-0.3	1
COc1ccc(-c2cc(C(=O)NC3CCCCC3)no2)cc1OC	-0.6	2.0	-1.4	4	-5	1.3	0.2	-1.0	2	0.5	9
O=C(CC12CC3CC(CC(C3)C1)C2)NC1CC1	-0.3	-2.5	-1.3	-2	-1	3.5	1.3	-0.5	10	-2.1	7
CCN(CC(=O)Nc1ccccc1C(F)(F)F)C(=O)c1cc(S(=O)(=O)N2CCCCCC2)ccc1OC	-1.7	-1.4	-0.2	-3	-7	3.2	-0.8	-2.3	6	0.9	2
COC(=O)c1ccc2nc(-c3cccc(Br)c3)c(CC3CCCCC3)n2c1	0.6	7.4	-1.6	4	-12	x	2.5	5.2	-8	x	-6
COc1ccc2c(c1)C[C@@H](CON1C(C)(C)CCCC1(C)C)N2S(=O)(=O)c1ccc(C)cc1	-1.7	0.0	x	x	-2	x	x	-3.8	-5	x	9
O=C(CN1C(=O)NC2(CCCCC2)C1=O)NCCC1=CCCCC1	-1.5	-0.4	-0.4	-2	-1	3.5	-0.1	-1.6	-1	-0.6	-9
Cc1ccc(S(=O)(=O)N(Cc2ccc([N+](=O)[O-])cc2)C(=O)N2CCN(C)CC2)cc1	-0.9	-0.7	-0.2	-3	0	2.0	0.8	0.1	7	1.8	2
COc1ccnc2c1c(=O)n(Cc1ccccc1Cl)c(=O)n2C	-1.2	3.4	-1.7	1	-4	2.6	0.6	-0.3	5	0.0	0
CCCCc1c(C(=O)O)cc(OC)cc1C(=O)O	-1.3	2.3	-1.1	5	4	-1.6	0.5	-0.7	2	0.5	-5
CC(=O)Nc1ccc(OCC(=O)c2ccc(C)cc2C)cc1	-1.6	-2.4	2.1	-2	-1	-1.8	-0.2	-0.8	1	-0.2	0
CCOc1ccc(C(C)=O)cc1COC(=O)CCc1cc(OC)c(OC)c(OC)c1	-1.2	4.8	4.3	-3	-1	-0.3	0.2	-2.1	-5	-0.8	-3
C#Cc1ccc([C@@H]2C=C(C(=O)O)O[C@H](OCc3ccc(CO)cc3)C2)cc1	-0.8	-0.8	0.8	1	-7	1.1	0.0	-0.3	2	0.9	-5
CCOC(=O)Cc1c(C)nc(-c2ccccc2)[nH]c1=O	-1.1	0.2	0.2	1	-1	-2.1	-0.2	-0.6	2	-0.3	5
Cc1cc(C(F)(F)F)nn1CCCNC(=O)c1cnccn1	-0.8	-0.3	-2.7	-4	4	0.9	-0.1	-1.1	6	0.3	2
CCOc1cccc(CN2CCCC(C(=O)c3cc(Cl)ccc3OC)C2)c1O (stereo not drawn)	-1.2	2.3	-1.9	3	-5	0.7	0.0	-1.4	-14	-0.8	5
O=C(C[n+]1cccc(NC(=O)c2ccccc2)c1)c1cccc([N+](=O)[O-])c1	0.6	-0.4	-0.8	-3	-7	0.9	-0.1	1.2	4	2.5	-3
c1nc(COc2nsnc2N2CCOCC2)cs1	-0.7	0.7	-1.0	-1	4	0.8	-0.9	-0.7	-1	2.0	3
CC(=O)C1=C(O)CC(C)(C)CC1=NCCc1nc2ccccc2[nH]1	-1.6	-1.5	-1.9	-2	-6	0.3	-0.2	-1.6	3	-0.7	5
CCCOc1ccc(NC(=O)CCC(=O)NC(C)c2ccccc2)cc1 (stereo not drawn)	-1.2	1.6	0.2	0	-11	-0.7	-0.3	-0.5	12	2.4	-3
Cc1nc2ccccc2c(=O)n1NS(C)(=O)=O	-0.8	5.3	-1.9	0	1	0.7	0.5	-0.1	10	-0.4	1
O=C(NOCc1ccccc1)c1coc(-c2ccccc2)n1	-0.6	2.6	-0.3	1	-3	0.3	-0.9	-0.1	-3	-0.2	0
O=C(COc1ccc(Cl)cc1)Nc1ncccn1	-1.0	8.4	-0.9	6	0	2.0	1.5	0.2	5	1.3	-7
CCOC(=O)/C(C#N)=C1/SC(C)C(=O)N1c1ccc(Br)cc1 (stereo not drawn)	-0.6	-1.4	-2.1	-2	-5	0.4	-0.2	-0.5	-32	0.1	3
COc1ccc(-c2nn(Cc3ccccc3)cc2C(=O)N2CCN(c3ccccn3)CC2)cc1OC	-1.3	1.4	-0.6	0	-6	-0.7	-0.6	-1.6	0	-0.5	8
O=C(O)CSc1ccc(NC(=O)Nc2ccccc2F)cc1	-1.2	2.6	-3.5	2	-2	1.8	0.1	1.8	1	-0.6	1
COCc1nnc(NC(=O)C2CC(=O)N(C3CCCC3)C2)s1 (stereo not drawn)	-1.2	2.2	-0.6	-2	-3	-1.7	-0.3	-1.8	7	0.6	-2
CC(C)c1ccc(NC(=O)CCN2C(=O)c3ccc([N+](=O)[O-])cc3C2=O)cc1	-1.2	0.9	-1.9	0	-4	-1.1	-0.2	-0.2	5	0.9	-1
CC1CN(S(=O)(=O)c2ccc(C(=O)Nc3ccccc3F)cc2)CC(C)O1 (stereo not drawn)	-1.0	-3.8	0.5	-2	-2	-1.0	-0.9	-0.3	1	0.7	0
CCc1nc2ccccc2c(C(=O)NCc2ccc(OC)cc2)c1C	-0.7	2.3	-1.9	1	1	0.2	-0.4	0.9	-3	2.2	-5
Cc1ccc(OCCCC(=O)NC(C)c2ccccc2)c(C)c1 (stereo not drawn)	-1.3	-2.2	0.2	1	-6	-1.7	0.1	0.0	-2	1.4	-3
CN1CCc2nc(SCc3ccc(Cl)cc3)c(C#N)c(-c3cccs3)c2C1	-0.9	-4.0	1.1	-3	-45	x	-0.8	-2.1	15	x	6
O=C(Nc1cccc2cccnc12)c1cccc(N2C(=O)CCC2=O)c1	-1.2	0.1	0.0	1	-2	-2.9	-0.1	-1.2	5	-0.5	4
C/C(=N\NC(=O)c1ccccn1)C12CC3CC(CC(C3)C1)C2	0.0	13*	1.4	5	1	3.2	5.8*	3.8	4	0.9	0
CC(=O)c1cccc(NC(=O)c2ccc3c(c2)CCN3S(=O)(=O)c2ccccc2)c1	-2.0	-3.1	1.0	-1	-9	3.6	-2.6	-3.8	-16	-2.9	-1
CC(C)(C)c1ccc(N2C(=O)CC(c3ccccc3)C2=O)cc1 (stereo not drawn)	-1.1	-0.9	-2.2	2	-8	1.9	-0.1	-0.9	-11	-0.3	-7
O=C(NC1CC2CCCC(C1)N2Cc1cccs1)N1CCOCC1 (stereo not drawn)	-1.2	-2.0	-0.2	0	-2	-0.1	-0.6	-0.7	5	1.4	7
O=C(CCc1nnc2ccc(NCc3ccco3)nn12)Nc1ccc(F)cc1F	-1.4	-2.2	-0.9	-2	-3	-0.4	0.4	-0.1	-1	0.9	5
N#C/C(C(=O)N1CCOCC1)=c1/s/c(=C\c2ccccn2)c(=O)n1-c1ccccc1	-1.8	2.6	1.9	-2	-11	2.7	0.2	0.2	6	0.3	1

Two entries from above, set out differently:
SMILES | ssDAF-12 act | hgDAF-12 ag | PG9 binder | SMARCA2 activ | PLC-beta3 inh | GAA850 FXN act | DAX1 inh-1 | hcDAF12 agonist | sPLA2-III inh | DAX1 inh-2 | NR1D1 modulator
O=C(NC1CC2CCCC(C1)N2Cc1cccs1)N1CCOCC1 (stereo not drawn) | -1.2 | -2.0 | -0.2 | 0 | -2 | -0.1 | -0.6 | -0.7 | 5 | 1.4 | 7
O=C(Nc1cccc2cccnc12)c1cccc(N2C(=O)CCC2=O)c1 | -1.2 | 0.1 | 0.0 | 1 | -2 | -2.9 | -0.1 | -1.2 | 5 | -0.5 | 4

Bioassay records from PubChem.
